mcGAS lum: inhibitors of mouse cGAS; Q8C6L5; recombinant cGAS, Kinase-Glo ATP depletion luminescence; inhibition, % at 12.5 µM; hit rate 0.15% among 160,000;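 also: 0% = negative control wells and 100% = reference inhibitor with no enzyme activity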
NPYLR7 ag: activates Aedes aegypti NPYLR7 receptor. hit rate 0.15% among 270,000. activation, % at 10 µM. AID 1259423. HEK293T NPYLR7/Galpha15, GCaMP6s calcium fluorescence; in the data active = activation above about 40%;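 also: 0% = vehicle and 100% = reference agonist at the receptor; some compounds past the cut are filed as inactive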
hcGAS inh: inhibitors of human cGAS; Q8N884; recombinant h-cGAS, ATP depletion, Kinase-Glo luminescence; inhibition, % at 12.5 µM; hit rate 0.081% among 290,000; AID 1259398;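 also: 0% = vehicle reaction and 100% = reaction without DNA for no activity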
Target sequence (Q8N884 whole entry, looked up): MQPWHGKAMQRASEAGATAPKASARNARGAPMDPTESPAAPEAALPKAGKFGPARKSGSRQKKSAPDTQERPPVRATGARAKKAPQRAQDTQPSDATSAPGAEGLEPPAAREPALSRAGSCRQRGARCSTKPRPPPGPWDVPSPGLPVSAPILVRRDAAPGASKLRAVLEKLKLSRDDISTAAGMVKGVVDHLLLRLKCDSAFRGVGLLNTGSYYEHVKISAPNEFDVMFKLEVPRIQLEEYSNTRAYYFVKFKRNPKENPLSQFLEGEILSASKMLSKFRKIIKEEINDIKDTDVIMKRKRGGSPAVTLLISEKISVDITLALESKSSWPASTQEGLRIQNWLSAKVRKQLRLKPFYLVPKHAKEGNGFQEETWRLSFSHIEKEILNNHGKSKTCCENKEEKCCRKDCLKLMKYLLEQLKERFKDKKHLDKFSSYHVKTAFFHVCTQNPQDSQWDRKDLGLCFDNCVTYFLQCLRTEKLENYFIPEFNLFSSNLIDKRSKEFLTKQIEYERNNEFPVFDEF
* = called active by the depositor; nt = no result given; & = joins results of further samples. Rule as the data show it, unless noted: active = inhibition above about 40%; inactive = the rest.

smiles,mcGAS lum,NPYLR7 ag,hcGAS inh
COc1ccc(C(=O)N2CCN(Cc3cnc(SC)nc3)CC2)cc1,nt,11.6,-4.2
C=CCn1c(NCCc2ccccc2)nc2c1c(=O)n(C)c(=O)n2C,nt,0.0,-4.4
CC(C)N(Cc1cccs1)C(=O)Nc1ccc(F)cc1,nt,1.9,-18.4
COCc1c(Br)c(C)nc(OCC(=O)N/N=C\c2ccccc2)c1C#N,-5.6,-11.2,-7.1
COc1cccc(CN2CCCC3(CCN(c4cnccn4)C3)C2=O)c1OC (stereo not given),nt,5.1,-8.0
Cc1cc(F)ccc1Oc1cc(N(CCN(C)C)Cc2ccccc2)ncn1,-5.3,-0.3,-5.9
COCCNC(=O)c1cc(NC(=O)c2cccc(OC)c2)ccc1N1CCC(Cc2ccccc2)CC1,-1.7,nt,2.2
Cc1ccccc1C1c2ccsc2CCN1C(=O)CN(C(=O)Cc1ccc(F)cc1)C1CCCCC1 (stereo not given),-4.4,11.2,-7.0
COc1ccc(CN(C2CCCCC2)C2CC2)c(Br)c1OC,nt,7.1,-10.2
O=C1O[C@H](COC(=O)c2ccccc2)[C@@H](OC(=O)c2ccccc2)C=C1OC(=O)c1ccccc1,nt,1.8,-2.6
Nc1nonc1-c1noc(-c2ccc(F)cc2)n1,1.3,0.5,3.0
O=c1[nH]c(-c2ccccc2)c(-c2ccccc2)o1,nt,0.9,-7.1
CCN(CCN1C(=O)CSC1c1cccc(F)c1)C(=O)CC(C)C (stereo not given),-2.7,5.6,-1.9
Cc1ccc(OCc2ccc(C(=O)NN3CC(=O)NC3=O)o2)c(C)c1,-15.8,6.1,-6.2
COc1ccc(SCC(=O)N/N=C/c2cccn2-c2ccc(Cl)cc2)cc1,nt,3.3,-0.4
CN(CCn1ccnc1)C[C@@H]1CCCN2CCCC[C@H]12,-0.7,nt,4.8
COC(=O)c1ccc2c(c1)CCN2S(=O)(=O)c1cccc(C#N)c1,nt,7.8,-12.6
Cc1cc(NC(=O)CN2CCN(C(=O)C34CC5CC(CC(C5)C3)C4)CC2)n(C)n1,-16.3,-2.3,-5.0
CN(C)C(=O)C(NC(=O)c1cc2c(s1)CCC2)c1ccccc1 (stereo not given),-13.3,2.6,-6.6
CCOC(=O)C1(Cc2cccc(Cl)c2)CCCN(C(=O)c2cccc(OC)c2OC)C1 (stereo not given),-3.6,-7.6,-2.9
Cc1cccc(N2CCC(N3CCNC(C(=O)O)C3)CC2)c1C (stereo not given),-15.9,6.2,-6.3
C=CCc1c(C)nc(SCC(N)=O)[nH]c1=O,-4.8,16.9,-7.7
O=C(CSc1nc(Cl)cc(N2CCN(C(=O)C3CCCC3)CC2)n1)NC(Cc1ccccc1)c1ccccc1 (stereo not given),-5.2,0.0,-3.3
COCc1cc(=O)c2c(C)nn(-c3cccc(Cl)c3)c2[nH]1,nt,8.4,-0.7
CC(C)c1ccc(CC2(C)C(=O)Nc3cc(C(F)(F)F)ccc32)cc1 (stereo not given),-2.4,4.3,2.5
Cc1cccc(NC(=O)N2CCC3(CC2)SCCN3C(=O)c2cccc([N+](=O)[O-])c2)c1C,-5.4,-4.3,-11.9
Nc1cc(-c2cccc(Cl)c2)nn1-c1ccc(C(=O)NCCNc2ccc([N+](=O)[O-])cn2)cc1,-4.7,7.6,-3.5
O=C(Nc1nnsc1Cl)c1ccccc1,nt,2.7,-5.5
COc1ccc(-c2csc(-n3[nH]c(C)c(N=Nc4ccccc4Br)c3=O)n2)cc1,-3.7,-1.9,0.7
COc1ccc(-n2ncc(Oc3ccc4c(c3)CCC4)c(Nc3ccc(C(=O)N4CCN(C)CC4)cc3)c2=O)cc1,-4.7,11.3,-4.0
Nc1ccc(S(=O)(=O)C(F)(F)F)cc1NC(=O)COc1ccc(Cl)cc1,1.6,2.6,-0.7
O=C(NC1CCCCC1)N1CCCC(CNS(=O)(=O)Cc2ccccc2)C1 (stereo not given),-11.4,9.1&14.3,-2.6&-8.0
Cc1ncsc1CCN(C)Cc1ccc(CO)o1,nt,4.4,-10.5
O=C(CSc1nc(=O)n(CC2CCCO2)c2c1CCCC2)NCc1ccccc1 (stereo not given),-11.2,-8.5,-5.6
CCOc1ccc(-n2nnnc2CNS(=O)(=O)c2ccccc2)cc1,2.2,-3.0,6.6
CC[C@@]1(CO)N[C@H](c2ccc(C)c(F)c2)[C@@H]2CN(c3ccccc3)C[C@@H]21,nt,1.3,-0.1
C[C@@H]1CC[C@@]2(OC1)OC1CC3C4CC=C5CC(O)CCC5(C)C4CCC3(C)C1[C@@H]2C (stereo not given in full),-5.6,1.1,-0.4
CCCCNCC(=O)N(Cc1cccn1C)C1CC1,nt,-5.1,-4.3
COc1ccc(C2c3cccn3-c3ccccc3N2C(=O)CN(C(=O)c2cc(OC)cc(OC)c2)C2CC2)cc1 (stereo not given),-4.9,-3.9,-4.2
COc1cc(-c2c(-c3ccccc3)ncn2CC2CCOCC2)cc(OC)c1O,-5.0,nt,-2.1

7 compounds drawn at random from the list so far, as already listed:
smiles,mcGAS lum,NPYLR7 ag,hcGAS inh
O=c1[nH]c(-c2ccccc2)c(-c2ccccc2)o1,nt,0.9,-7.1
Cc1ccc(OCc2ccc(C(=O)NN3CC(=O)NC3=O)o2)c(C)c1,-15.8,6.1,-6.2
COCc1cc(=O)c2c(C)nn(-c3cccc(Cl)c3)c2[nH]1,nt,8.4,-0.7
Nc1nonc1-c1noc(-c2ccc(F)cc2)n1,1.3,0.5,3.0
Cc1ncsc1CCN(C)Cc1ccc(CO)o1,nt,4.4,-10.5
Nc1ccc(S(=O)(=O)C(F)(F)F)cc1NC(=O)COc1ccc(Cl)cc1,1.6,2.6,-0.7
O=C(Nc1nnsc1Cl)c1ccccc1,nt,2.7,-5.5

Later entries
smiles,mcGAS lum,NPYLR7 ag,hcGAS inh
O=C(c1cccc(Cl)c1)N1CCCN(c2cn[nH]c(=O)c2Cl)CC1,nt,7.1,-7.3
CCOC(=O)c1ccc2c(c1)nc(SCc1cccc(Cl)c1)n2Cc1cccc(F)c1,-5.3,19.3,-5.1
COc1ccc(CCNC(=O)C(C2CCCC2)N2CCN(C(=O)c3ccc(F)cc3F)CC2)cc1 (stereo not given),-3.7,-6.8,-1.8
CC(=O)c1cc(CN2CCCC(N3CCN(c4cccc(Cl)c4)CC3)C2)cs1 (stereo not given),-9.0,0.9,-7.1
CC(=O)O[C@@H](C)C(=O)N1CCN(c2nc3nccc(-c4cccs4)n3n2)CC1,-12.4,3.2,-9.8
N#Cc1c(-c2ccc3c(c2)OCO3)c2c([nH]c1=O)-c1ccccc1OC2,nt,1.5,-5.3
CCC(NC(=O)NCCn1cc(C#N)cn1)c1cc(F)ccc1F (stereo not given),nt,3.9,-11.8
CC1CCc2[nH]nc(C(=O)N3CCCn4nc(C(=O)NC5CC5)cc4C3)c2C1 (stereo not given),nt,1.0,-3.5
COc1ccccc1C(=O)N1CCCN(c2nc(Cc3ccc(C)cc3)nc3onc(-c4cccnc4)c23)CC1,-5.5,8.5,-3.7
CCCCN(CC(=O)N1CCc2sccc2C1c1ccc(Cl)cc1)C(=O)CCl (stereo not given),-1.6,-4.0,-5.8
COC(=O)c1ccc(CNC(=O)c2cn(Cc3ccccc3Cl)nn2)cc1,-1.0,6.6,5.8
CS(=O)(=O)c1nc(C(=O)C(C#N)c2ccccn2)c2ccccn12 (stereo not given),nt,0.1,-8.6
COc1cccc(NC(=O)N2CCc3nc(Nc4cc(C)cc(C)c4)ncc3C2)c1,-2.3,4.8,-4.6
O=C(NCC1CCCO1)c1ccc(NC2=C(Cl)C(=O)N(Cc3ccccc3)C2=O)cc1 (stereo not given),-3.5,-3.3,-3.9
Cc1ccc(N2C(=O)CS(=O)(=O)C23C(=O)N(Cc2cccc(Cl)c2)c2ccccc23)cc1F (stereo not given),-5.3,-3.2,-2.4
COc1ccc(OC)c(Nc2nc3ccccc3n3nnnc23)c1,0.1,0.3,4.4
O=C(Nc1ccc(-c2ccccc2)c(C(F)(F)F)c1)C(=O)N1CCCSCC1,nt,0.0,-1.3
Cc1[nH][nH]c(=O)c1C(c1ccco1)c1c(C)[nH][nH]c1=O,nt,9.6,-5.7
COc1cc(Cl)ccc1OCc1cc(C(=O)N2CCCC(OC)C2)no1 (stereo not given),nt,8.8,-8.3
CCc1nc2n(n1)C(=O)C(C(c1cccc(F)c1)N1CCC(C)CC1)S2 (stereo not given),-8.0,-2.1,-10.9
CCn1c(C2CCCN(Cc3ccccc3C(=O)O)C2)n[nH]c1=O (stereo not given),nt,-0.2,-5.5
c1ccc(CSc2nnc3ccc(-c4ccccc4)nn23)cc1,-3.8,-15.1,0.5
CSc1nc(N2CCOCC2)c2cnn(CCNC(=O)c3ccc4c(c3)OCO4)c2n1,0.3,nt,2.6
COc1cccc(C(=O)N(Cc2c(-c3ccccc3)noc2N2CCCCC2)CC2CC2)c1,-5.2,7.4,-3.9
CC(NC(=O)CSCc1ccccc1Cl)c1nccs1 (stereo not given),-10.7,14.1,-0.2
CCCCC1(C)NC(=O)N(Cc2ccc(S(=O)(=O)C(F)F)cc2)C1=O (stereo not given),nt,7.1,-12.9
CCN(CC)S(=O)(=O)c1ccc(N=Nc2sc(N)nc2C)cc1,nt,-13.6,-1.3
CCc1ccccc1N1CCN(C(=O)CC(C)(C)C)C(C)C1=O (stereo not given),-4.0,7.5,-2.7
CCCCN(CC(=O)N(CCc1c[nH]c2ccccc12)Cc1ccccc1)C(=O)COC,-4.6,10.5,-2.8
Cc1noc2c1/C(=N/O)CC(c1ccccc1)C2 (stereo not given),nt,3.9,-4.2
Cc1ccc(NC(=O)N2CCSC2c2cccc(F)c2)cc1Cl (stereo not given),-6.4,3.7,-9.3
Cc1ccc(NC(=O)N2CCN(C(c3ccccc3)c3ccc(Cl)cc3)CC2)cc1F (stereo not given),-0.2,7.8,1.7
COC(=O)C1CC2CCCCC2N1S(=O)(=O)c1ccc(OC)c(NC(C)=O)c1 (stereo not given),nt,18.7,0.4
Clc1ccc(OCCSc2ncccn2)cc1,nt,0.0,-0.1
C=CCn1c(CSc2ccccc2)nc2ccccc21,nt,0.7,-7.1
O=c1oc2ccccc2cc1-c1csc(N/N=C\c2ccccc2O)n1,-4.5,-11.6,-1.4
CC(C)Cc1nc(CN(C)C(=O)c2nn(C)c3c2CCCC3)no1,nt,9.9,-0.8
Cc1ccc(-c2cc(C(=O)NC(C)Cc3cc(C)[nH]n3)[nH]n2)cc1 (stereo not given),nt,1.6,-1.8
COc1ccc(NC(=O)N(CC(=O)Nc2cc(C(C)(C)C)nn2-c2ccccc2Cl)CC(C)C)cc1,0.2,-5.7,5.0
CN1CCOc2ccc(NS(=O)(=O)CCN3C(=O)CCCC3=O)cc2C1=O,nt,2.3,-7.2
O=C(Cn1nnnc1CN1CCCCCC1)N1CCSCC1,nt,12.7,-4.5
CCOC(=O)C1CCCN(CC(=O)N2N=C(c3ccc(C)cc3)CC2c2ccccc2F)C1 (stereo not given),-2.0,-0.9,-1.9
CC12CC3(C)C4(C)CC1(C)C1(C)C2(C)C3(C)C41C (stereo not given),nt,1.0,0.4
Cn1cnnc1-c1cc(Cl)ccc1Cl,nt,1.4,-4.4
CC(N)=NCc1cccc(CN)c1,-4.0,3.9,10.1
O=C(c1cn[nH]n1)N1CCN(Cc2ccc3c(c2)OCO3)CC1,-11.9,10.1,-8.9
S=C(NC1CCSc2ccccc21)NC1CC2CCC1C2 (stereo not given),-1.9,-3.0,-2.4
CCCN1CCC(Cc2noc(Cn3[nH]c(=O)ccc3=O)n2)CC1,nt,12.9,-5.8
Cc1ccccc1CN1CCC(Nc2ccc(C#N)cn2)CC1,nt,8.4,0.6
Cc1ccc(C(=O)Nn2cnc3c(cnn3-c3ccc(C)c(C)c3)c2=O)cc1,nt,3.3,-9.0
CCc1nc2n(n1)C(=O)C(C(c1cccc(F)c1)N1CCC(O)CC1)S2 (stereo not given),-8.9,-0.1,-8.7
Cc1ccc(CNC(=O)c2cn(C)cc3c(=O)[nH]nc2-3)cc1,nt,1.3,1.2
C=CCN1C(=O)NC(c2ccccc2Cl)C2=C1CN(CC(=O)NCCCOC)C2=O (stereo not given),-3.5,0.9,-6.7
O=C(NCC1CCCCO1)c1ccc(CSc2ccccn2)cc1 (stereo not given),nt,-0.9,2.4
O=C(Nc1cccc(Br)c1)Nc1ccc(N2CCCCC2)c(C(=O)N2CCCC2)c1,-4.2,-6.6,-2.7
Cc1ccc(-c2nn(C)c(=O)c3ccccc23)cc1CNC(=O)CSc1ncn[nH]1,nt,-1.7,-7.7
COc1ccc(OC)c(NC(=O)C2(C)CCN2CCc2ccccc2)c1 (stereo not given),nt,7.4,-10.6
Cc1nnc(C)n1-n1ccc2c(cnc3ncnn32)c1=O,nt,-2.0,2.4
CCCCCCC(=O)Nc1c(-c2ccccc2C)nc2ccc(C)cn12,-1.6,-5.6,-3.2
Cc1ccc(-c2nc(N3CCN(C(=O)Cc4ccc(F)cc4)CC3)c3ccc(Cl)cc3n2)cc1,-5.1,19.5,-6.7

From PubChem BioAssay
